# F508del corr = CFTR F508del correction in bronchial cells; AID 720511; activity (quench increase), % at 7.58 µM; actives 0.36% (n = 350,000); CFBE cells, YFP halide quenching; stimulated with forskolin plus potentiator P3; % fluorescence drop versus neutral controls;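 active = mean added fluorescence quench of at least 8% versus neutral control, with both replicates also reaching 8%; inconclusive = only one of the mean or replicate conditions met; inactive = mean below 8% and not both replicates reaching 8%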;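 also: cells transiently co-express mutant CFTR-F508del with the halide-sensitive YFP; corrector assay measuring rescue of mutant channel to the surface after 24 h compound exposure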
# miR-122 sensor = inhibitors of miR-122 in Huh7 cells | Huh7 miR-122 Renilla luciferase sensor, 48 h; neutral wells = 0, positive control = 100 | activation (reporter increase), % at 12.5 µM | actives 0.3% (n = 340,000);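 active = mean replicate activation score at least 90 and every replicate individually at or above 90; inconclusive = only one of the two criteria met; inactive = neither criterion met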;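 also: higher luciferase means less miR-122 activity so hits act as miR-122 inhibitors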
# PGC1a acetyl inh = lowers PGC1a acetylation signal in U2OS cells | AlphaScreen anti-acetyl-lysine; with virally co-expressed GCN5 acetyltransferase | inhibition, % at 15.6 µM | actives 0.17% (n = 350,000) | AID 651687;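 active = every replicate shows inhibition of at least 40%; inconclusive = mean inhibition at least 40% but some replicate below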;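 also: 0% = neutral control wells and 100% = positive control wells; some results beyond the cut were filed as inactive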
# GSIS activator = primary screen for activators of insulin secretion dependent on glucose, INS-1E cells, GLuc reporter luminescence. INS-1E GLuc reporter insulin secretion, 2-3 h. activation, % at 16.6 µM. actives 0.61% (n = 370,000);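 active = lowest replicate activation of at least 40%, so every replicate reaches that level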;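 also: 0% = median of neutral control wells and 100% = median of IBMX positive control wells; some compounds called inactive have numbers as strong as hits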
# PglD inh = inhibitors of Campylobacter jejuni PglD acetyltransferase. actives 0.098% (n = 360,000). purified PglD enzyme, DTNB colorimetric CoA detection. inhibition, % at 12.5 µM; in the data active = inhibition above about 16%, passing the limit was not always enough; inconclusive = no clear call, values can overlap the other calls; also: strong numbers were not always called active
# Cneo AK release = causes C. neoformans cell lysis; AID 651654; actives 0.2% (n = 360,000); adenylate kinase release luminescence, 4 h; normalised: neutral wells 0, clomiphene wells 100; lysis activity, % at 15 µM;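 active = mean lysis activity across replicates of at least 80%, whatever share of replicates individually reach that level; inactive = mean lysis activity below 80%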
#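 Assay system: Cryptococcus neoformans yeast cells / Dosing: single-point compound dose / Timing: 4 h at 37 °C static, read 1 h later / Measured by: luminescence of released adenylate kinase using an AK detection reagent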
# FN deposition inh = fibronectin deposition inhibition; AID 743247; AH1F fibroblasts, Alexa488-fibronectin deposition fluorescence, overnight; actives 0.086% (n = 350,000); inhibition, % at 12.6 µM;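 active = mean inhibition across replicates of 30% or more, regardless of how many single replicates reach that level; inconclusive = mean under 30% yet at least half of replicates reach 30%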;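 also: positive control wells lacked labelled fibronectin entirely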
#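 Measured by – fluorescence 485/525 nm · System – AH1F fibroblast monolayer, labelled fibronectin deposition · Amount – 10000 cells per well · Buffer or medium – serum-reduced DMEM (2% serum) · Doses – single dose, pinned · Also added – fluorescent fibronectin at 24 nM final · Schedule – 1 h cell attachment, overnight exposure to compound and label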
# Statin myotox sup = suppression of simvastatin myotoxicity | C2C12 myotubes + simvastatin, ATP luminescence, 48 h; scaled: DMSO 0, geranylgeraniol control 100 | rescue of ATP level, % at 7.49 µM | actives 0.78% (n = 330,000) | AID 602340;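 active = mean ATP rescue above about 67%, or every replicate alone reaching that limit, limit read from the data, passing the limit was not always enough; inconclusive = no clear call, values can overlap the other calls; inactive = mean under the limit and some replicate under it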;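 also: myotubes were challenged with 10 µM simvastatin during compound exposure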
# The depositor's hits bear a star; ? = inconclusive; / = not tested or not shown; [ ] = remark or other dose.
SMILES,F508del corr,miR-122 sensor,PGC1a acetyl inh,GSIS activator,PglD inh,Cneo AK release,FN deposition inh,Statin myotox sup
C[C@@H]1CN([C@H](C)CO)C(=O)c2cc(-c3ccncc3)cnc2O[C@H]1CN(C)C(=O)C1CCOCC1,0.8,-4[16.7 µM],-11,9,0,-2,-1,/
CSc1cccc(NC(=O)c2ccc(NC3=NC4CS(=O)(=O)CC4S3)cc2)c1 (stereo not drawn),2.3,5,-8,10,0,0,4,6
Cc1cc(=O)[nH]c2cc(O)ccc12,/,-3,4,5,1,2,/,0
Cc1ccc(C)c2c1CCCC2=O,-2.2,2,5,1,-2,0,3,4
COc1ccc(NC(=O)N2CCCC2C(=O)NC2CCCC2)cc1 (stereo not drawn),1.0,2,-4,/,/,/,-2,-3
COc1ccc(-c2cc(=O)[nH][nH]2)cc1,/,32,12,/,1,-1,/,1
O=C(COC(=O)c1ccccc1Br)NCCC1=CCCCC1,0.3,1,7,-4,-5,0,6,0
COc1ccc(CNC(=O)COC(=O)c2ccc(S(=O)(=O)NCc3ccco3)cc2)cc1,2.3,5,3,10,-4,-3,2,-4
COc1ccc(S(=O)(=O)N(C)C[C@H]2Oc3ccc(NC(=O)CCN4CCOCC4)cc3C(=O)N([C@H](C)CO)C[C@H]2C)cc1,0.4,7[16.7 µM],-3,-1,2,0,/,-3
CC(C)NC(=O)N1C[C@H]2[C@@H](c3ccccc31)[C@H](CO)N2C(=O)c1cccnc1,-0.3,8[16.7 µM],-4,5,2,-4,/,-1
O=C(NCc1cccnc1)C1CCCN(Cc2cnn(-c3ccccc3)c2-n2cccc2)C1 (stereo not drawn),/,-4,9,/,-6,0,-1,2
COc1ccc(C(C)(C)C)cc1NC(=O)C1=CC=CN2CCS(=O)(=O)N=C12,-0.9,/,6,/,/,/,-4,-1
Cc1cc2c(=O)n(CC(=O)NCC(=O)N3CCN(Cc4ccccc4)CC3)cnc2s1,/,-7,-6,/,-1,0,/,7
Cc1cccc(N/C=C(\[N+](=O)[O-])S(=O)(=O)c2ccccc2)c1C,-1.3,9,5,-2,/,/,0,/
Cc1noc(C)c1C(=O)Nc1ccc2ccccc2c1,1.5,0,4,-10,-2,-4,5,1
Cc1onc(-c2c(F)cccc2Cl)c1C(=O)Nc1ccc(S(=O)(=O)N2CCOCC2)cc1,-0.9,1,-10,-9,5,0,/,-4
COc1ccc(NC(=O)CCNC(=O)N2CC(=O)Nc3ccccc32)c(OC)c1,-1.6,1,-1,8,-1,-2,0,-13
COC(=O)c1cc(NC(=O)C2CC2)cc(C(=O)OC)c1,/,-4,-9,/,2,1,6,6
COc1ccc(-c2nn3c(-c4ccc(F)cc4)nnc3s2)cc1,/,-8,2,-8,1,1,/,40
N#CCN1C(=O)C2CCCN2c2ccc(S(=O)(=O)N3CCOCC3)cc21 (stereo not drawn),-1.9,/,23,-4,/,/,8,/
COc1cc([N+](=O)[O-])ccc1NC(=O)c1cccc(NC(=O)C(C)C)c1,/,-4,-10,1,/,/,3,-12
COCC(=O)N1[C@H](CO)[C@H](c2ccccc2)[C@@H]1C#N,0.1,/,-4,3,1,0,5,7
O=C(C[C@H]1C=C[C@H](NC(=O)CCN2CCCCC2)[C@H](CO)O1)Nc1ccc(-c2ccccc2)cc1,-3.3,-6[16.7 µM],-11,5,-3,-1,1,-20
Cc1c(Cc2ccccc2)c(=O)oc2cc(OCC(N)=O)ccc12,-0.1,1,-13,1,4,0,-1,2
CCc1nc(SCC(=O)NCc2ccccc2)c2c(=O)n(C)c(=O)n(C)c2n1,0.7,/,/,/,2,3,0,-28

# Ten consecutive compounds out of the list so far:
SMILES,F508del corr,miR-122 sensor,PGC1a acetyl inh,GSIS activator,PglD inh,Cneo AK release,FN deposition inh,Statin myotox sup
C[C@@H]1CN([C@H](C)CO)C(=O)c2cc(-c3ccncc3)cnc2O[C@H]1CN(C)C(=O)C1CCOCC1,0.8,-4[16.7 µM],-11,9,0,-2,-1,/
CSc1cccc(NC(=O)c2ccc(NC3=NC4CS(=O)(=O)CC4S3)cc2)c1 (stereo not drawn),2.3,5,-8,10,0,0,4,6
Cc1cc(=O)[nH]c2cc(O)ccc12,/,-3,4,5,1,2,/,0
Cc1ccc(C)c2c1CCCC2=O,-2.2,2,5,1,-2,0,3,4
COc1ccc(NC(=O)N2CCCC2C(=O)NC2CCCC2)cc1 (stereo not drawn),1.0,2,-4,/,/,/,-2,-3
COc1ccc(-c2cc(=O)[nH][nH]2)cc1,/,32,12,/,1,-1,/,1
O=C(COC(=O)c1ccccc1Br)NCCC1=CCCCC1,0.3,1,7,-4,-5,0,6,0
COc1ccc(CNC(=O)COC(=O)c2ccc(S(=O)(=O)NCc3ccco3)cc2)cc1,2.3,5,3,10,-4,-3,2,-4
COc1ccc(S(=O)(=O)N(C)C[C@H]2Oc3ccc(NC(=O)CCN4CCOCC4)cc3C(=O)N([C@H](C)CO)C[C@H]2C)cc1,0.4,7[16.7 µM],-3,-1,2,0,/,-3
CC(C)NC(=O)N1C[C@H]2[C@@H](c3ccccc31)[C@H](CO)N2C(=O)c1cccnc1,-0.3,8[16.7 µM],-4,5,2,-4,/,-1

# Continued.
SMILES,F508del corr,miR-122 sensor,PGC1a acetyl inh,GSIS activator,PglD inh,Cneo AK release,FN deposition inh,Statin myotox sup
CC(C)CN(CC(C)C)C(=O)CC(=O)NC(=O)c1ccc(Cl)cc1,/,/,/,-1,-3,2,/,4
O=C(N/N=C/c1c[nH]c2ccccc12)c1ccccc1Cl,0.3,5,6,1,2,-1,-5,0
COc1cc(-n2c(C)nc3ncn(-c4ccccc4)c3c2=O)cc(OC)c1OC,-5.7,/,-3,/,2,1,-8,-3
CCOC(=O)N1CCN(c2c(N3CCN(C(=O)OCC)CC3)c(=O)c2=O)CC1,-0.2,7,-1,22,-6,0,-22,4
O=C(Cn1ccc2ccccc2c1=O)NCCC(=O)N1CCN(c2cccc(C(F)(F)F)c2)CC1,/,-22,/,/,2,-3,4,/
C[C@@H]1CN([C@H](C)CO)C(=O)CCCn2cc(nn2)CO[C@@H]1CN(C)C(=O)Nc1cccc2ccccc12,-1.3,-5[16.7 µM],?,-2,/,/,-5,13
CC(=O)c1cccc(NC(=O)CSc2nc(N3CCOCC3)nc(N3CCOCC3)n2)c1,-2.8,0,2,2,9,1,2,/
Cc1ccc(C)c(COC(=O)CCN=C2NS(=O)(=O)c3ccccc32)c1,0.2,25,/,-7,2,1,0,4
Cc1noc(C)c1S(=O)(=O)N(C)C[C@H]1Oc2ccc(NS(=O)(=O)c3cccs3)cc2C(=O)N([C@@H](C)CO)C[C@H]1C,2.3,0[16.7 µM],/,4,-1,0,/,12
O=S(=O)(c1ccc(-c2ccccc2)cc1)N1C[C@@H]2N[C@H](C1)C2c1ccc(-c2ccncc2)cc1 (stereo partly drawn),3.7,/,4,5,/,/,12,/
Cc1ccc(-n2cnnn2)c2cccnc12,/,-2,-4,/,5,1,/,6
CCN(CC)S(=O)(=O)c1cccc(C(=O)Nc2cccc(C)c2)c1,/,57,-13,/,6,11,-1,-67
C[C@H](NC(=O)C[C@H]1CC[C@@H](NC(=O)Cc2ccccn2)[C@@H](CO)O1)c1ccccc1,0.4,3[16.7 µM],-8,-1,2,96*,1,-2
CCOC(=O)c1c(N)c2cc([N+](=O)[O-])cnc2n1C,-0.7,-1,1,-4,6,0,3,/
CCS(=O)(=O)N1CC2(CN(Cc3ccc4c(c3)OCO4)[C@H](CO)c3c2c2ccc(OC)cc2n3C)C1,-1.7,/,-11,-5,/,/,-9,/
COc1ccccc1N1CCN(C2CCCN(C(=O)c3ccoc3C)C2)CC1 (stereo not drawn),0.4,1,14,9,-1,-2,4,0
CO[C@@H]1CN(C)C(=O)c2ccc(NC(=O)c3cc(C)on3)cc2OC[C@H](C)N(C(C)=O)C[C@H]1C,2.5,-19[16.7 µM],-3,22,1,0,-14,-14
C[C@@H]1CCCCO[C@H](CN(C)C(=O)Nc2ccc(F)cc2)[C@@H](C)CN([C@H](C)CO)C(=O)c2cc(NS(=O)(=O)c3cccs3)ccc2O1,0.5,20[16.7 µM],-12,-7,-4,0,/,8
NC(=O)C1CCN(C(=O)c2ccc3nc(N4CCCCC4)sc3c2)CC1,0.1,/,3,13,/,/,15,/
CCNCCNc1ccc(Cl)cc1[N+](=O)[O-],/,-11,13,/,4,-2,2,16
C[C@H](CO)N1C[C@H](C)[C@H](CN(C)Cc2ccccc2F)Oc2cc(C3=CCCC3)ccc2S1(=O)=O,-1.0,-27[16.7 µM],-18,-1,-1,101*,8,-16
CCc1nnc(N2C(=O)c3ccccc3C2(O)c2ccccc2)s1 (stereo not drawn),-0.4,/,-8,42*,-2,1,-9,/
Cc1ccc(-c2nc3ncccc3o2)cc1NC(=O)c1sc2ccccc2c1Cl,0.4,-3,8,-2,-1,3,/,-135
CCCCc1ccc(NC(=O)OC)cc1,/,-8,1,-5,2,0,/,-14
Cc1cc(=O)oc2c3c(cc(OCC(=O)NCc4ccncc4)c12)OC(C)(C)CC3,2.1,4,3,8,1,9,/,5

# Continuation:
SMILES,F508del corr,miR-122 sensor,PGC1a acetyl inh,GSIS activator,PglD inh,Cneo AK release,FN deposition inh,Statin myotox sup
COC(=O)c1ccccc1NC(=O)CSc1nnc(-c2ccoc2C)n1C,/,3,-14,/,1,4,13,-5
CCc1cc(C(=O)N2CCCC(N3CCN(c4cccc(C(F)(F)F)c4)CC3)C2)n(C)n1 (stereo not drawn),0.7,4,-4,/,-5,0,-1,0
O=C(Nc1ccc(C(=O)O)cc1)/C(=C\c1ccc(F)cc1)NC(=O)c1ccco1,0.2,-1,-3,15,2,2,3,3
CCN(CC)CCOC(=O)C12CC3CC(CC(C3)C1)C2,/,7,-9,/,-5,1,/,7
Cc1cccc(OCCn2c(=O)n(C)c3ccccc32)c1,1.3,4,-14,-21,0,-2,3,19
CCN(C(=O)c1cccc(Br)c1)C1CCS(=O)(=O)C1 (stereo not drawn),-0.8,/,/,-2,-2,1,-8,/
Cc1ccc(-c2cnc3c(c2)C(=O)N([C@H](C)CO)C[C@@H](C)[C@@H](CN(C)C(=O)c2cccnc2)O3)cc1,-0.7,1[16.7 µM],6,3,4,-2,/,-1
CCN(C(=O)COC(=O)/C=C/c1ccc(O)c(OC)c1)C1CCS(=O)(=O)C1 (stereo not drawn),/,-6,11,-9,1,2,-1,4
O=C(Cn1cc(C(F)(F)F)ccc1=O)OCC(=O)c1ccc[nH]1,3.1,-7,0,-3,0,-2,-1,4
Cc1ccc(S(=O)(=O)n2nc(OC(=O)c3c(-c4ccccc4Cl)noc3C)cc2N)cc1,/,1,-5,/,3,-2,/,-5
c1ccc(N2CCN(c3nc4ccccc4n4nnnc34)CC2)cc1,/,-11,6,/,-1,0,/,1
COC(=O)CCc1sc(NC2CCCCC2)nc1-c1ccc(OC)cc1,/,-1,-5,13,/,/,/,-15

# Source: PubChem
